Source: PubChem BioAssay (The Scripps Research Institute Molecular Screening Center)
M1 ag parental: counter-screen for M1 agonists: effect in parental CHO-K1 cells | Fluo-8 calcium fluorescence; scaled to maximal ATP response, vehicle zero | activation, % at 3 µM | hit rate 0.48% among 360,000 | AID 602248; in the data active means activation above about 15%;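 further: untransfected CHO-K1 host cells lacking M1 receptor as counterscreen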
CHRM1 agonist: agonists of human M1 muscarinic receptor | P11229 | CHO-K1 hM1, Fluo-8 calcium fluorescence, agonist mode; 0% DMSO, 100% acetylcholine EC100 | activation, % at 3 µM | hit rate 0.33% among 360,000 | AID 588814;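 active means activation above the run's mean compound activation plus 3 SD, cut at about 16% in these data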;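 further: peak over basal fluorescence ratio within a 140 s kinetic read after compound addition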
Target sequence (P11229 whole entry, looked up): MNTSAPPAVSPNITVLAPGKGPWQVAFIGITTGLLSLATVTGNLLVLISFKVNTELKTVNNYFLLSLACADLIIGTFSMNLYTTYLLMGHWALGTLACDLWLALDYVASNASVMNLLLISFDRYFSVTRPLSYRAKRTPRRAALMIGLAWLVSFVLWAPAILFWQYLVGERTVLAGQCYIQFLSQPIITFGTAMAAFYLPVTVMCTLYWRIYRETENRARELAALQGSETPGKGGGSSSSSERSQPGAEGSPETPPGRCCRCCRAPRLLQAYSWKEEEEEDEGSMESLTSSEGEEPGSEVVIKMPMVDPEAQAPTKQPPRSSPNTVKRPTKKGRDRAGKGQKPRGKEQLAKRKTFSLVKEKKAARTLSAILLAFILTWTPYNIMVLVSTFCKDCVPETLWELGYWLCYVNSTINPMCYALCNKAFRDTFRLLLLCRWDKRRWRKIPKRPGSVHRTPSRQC
M1 antag: blocks human M1 muscarinic receptor; P11229; CHO-K1 hM1, Fluo-8 calcium fluorescence, ACh EC80 antagonist; inhibition, % at 3 µM; hit rate 1.3% among 360,000;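 active means percent inhibition above its own plate's cutoff, namely the mean of that plate's compound wells plus 3 SD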;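 further: peak over basal fluorescence ratio during 140 s after agonist addition; 0% = ACh EC80 plus DMSO and 100% = DMSO alone without agonist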
OXTR potentiate: potentiates the human oxytocin receptor response. P30559. CHO-OTR cells, Fluo-8 calcium fluorescence, potentiator mode; 0% = oxytocin EC15, 100% = EC100. activation, % at 3 µM. hit rate 0.061% among 320,000. AID 2445;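 active means activation above that plate's cutoff, the mean activation of tested compounds plus 3 SD, cut at about 6.6% in these data, passing the limit was not always enough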;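 further: 100% uses oxytocin at 75 nM as the full agonist control; some results filed as inactive read as strong as hits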
Target sequence (P30559 whole entry, looked up): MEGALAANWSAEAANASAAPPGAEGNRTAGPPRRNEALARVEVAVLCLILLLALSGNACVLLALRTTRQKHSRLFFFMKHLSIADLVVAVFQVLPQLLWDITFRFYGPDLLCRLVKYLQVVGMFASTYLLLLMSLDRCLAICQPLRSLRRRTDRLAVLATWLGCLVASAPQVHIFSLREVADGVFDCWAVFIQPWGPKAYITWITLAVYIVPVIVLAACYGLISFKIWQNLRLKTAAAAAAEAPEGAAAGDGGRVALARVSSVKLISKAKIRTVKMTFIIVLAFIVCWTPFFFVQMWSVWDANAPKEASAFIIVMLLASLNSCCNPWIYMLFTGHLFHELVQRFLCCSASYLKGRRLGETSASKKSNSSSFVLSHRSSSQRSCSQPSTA
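Replication – single well per compound, singlicate · Assay system – CHO cell line stably expressing human OTR · Timing – 6 min pre-incubation, 100 s read · Measure – normalized max/min fluorescence ratio, % activation · Doses – 3.0 µM, one dose · Detection – Fluo-8 calcium dye fluorescence · Probe or stimulus – oxytocin near EC15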
M4 antag: CHRM4 antagonism in calcium assay | P08173 | CHO-hM4 cells, ACh EC80, Fluo-8 calcium fluorescence | inhibition, % at 3 µM | hit rate 0.73% among 360,000 | AID 624125;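 active means inhibition above its plate's cutoff, the mean inhibition of sample wells plus 3 SD, cut at about 27% in these data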;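 further: 0% = acetylcholine EC80 with DMSO and 100% = DMSO without agonist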
CHO-K1 Ca antag: M1 antagonist counterscreen hit in parental CHO-K1 cells. ATP-induced calcium, Fluo-8 fluorescence. inhibition, % at 3 µM. hit rate 0.6% among 360,000;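 active means inhibition above a per-plate cutoff, the plate's mean sample inhibition plus 3 SD, cut at about 24% in these data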;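 further: 0% = DMSO plus EC80 ATP and 100% = DMSO alone without ATP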
CHRM4 agonist: CHRM4 agonism in calcium assay; CHO-K1 hM4/Gqi5, Fluo-8 calcium fluorescence; vehicle 0%, full acetylcholine response 100%; activation, % at 3 µM; P08173; hit rate 0.14% among 360,000; AID 624127;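 active means activation above the run mean over all test wells plus 3 SD, cut at about 32% in these data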;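 further: peak over basal fluorescence ratio per well then scaled between controls; 0% = DMSO wells and 100% = acetylcholine at EC100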
CHO parental Ca: counter-screen for OX1R antagonists: effect in parental CHO cells; parental CHO-K1, ATP-induced calcium, Fluo-8 fluorescence; inhibition, % at 5.6 µM; hit rate 0.63% among 330,000; AID 463079;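 active means inhibition above that plate's mean sample inhibition plus 3 SD, cut at about 26% in these data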;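 further: 0% = ATP-challenged DMSO wells and 100% = DMSO wells without ATP; some compounds past the cut are filed as inactive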
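test system = CHO parental line | reagent = ATP stimulus | measured by = intracellular calcium via Fluo-8 no-wash fluorescent dye | control set = ATP and no-ATP DMSO wells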
CHRM1 PAM: potentiates human M1 receptor response to acetylcholine | P11229 | CHO-K1 hM1, Fluo-8 calcium fluorescence, ACh EC20; 0% = ACh EC20, 100% = maximal ACh | activation, % at 3 µM | hit rate 0.088% among 360,000; in the data active means activation above about 19%, passing the limit was not always enough
* marks the source's active call; other numbers are inactive results; x = not tested or not shown. Rows were taken by chance; 2.9% or so of the library scored in one or more.

SMILES	M1 ag parental	CHRM1 agonist	M1 antag	OXTR potentiate	M4 antag	CHO-K1 Ca antag	CHRM4 agonist	CHO parental Ca	CHRM1 PAM
COc1cccc2sc(N(CCCN(C)C)C(=O)c3sc4ccccc4c3Cl)nc12	2.4	-7.3	-0.2	1.4	-14.7	-10.9	14.1	-13.3	-0.2
O=c1oc2cc(O)ccc2cc1-c1ccccc1	2.9	-1.8	-9.4	-9.7	15.9	-4.0	4.1	-8.4	1.0
COCCCNC(=O)CN1C(=O)COc2ccc(S(=O)(=O)N3CCCCCC3)cc21	-0.9	5.2	-10.3	-5.5	3.2	17.8	0.1	6.3	19.0
COc1nn(-c2nc(-c3ccccc3)cc(C(F)(F)F)n2)cc1[N+](=O)[O-]	-0.2	-1.2	-13.1	-10.2	-15.7	-1.2	0.9	-1.2	2.7
O=C(Nc1ccc(S(=O)(=O)N2CCCCC2)cc1)C1CC(=O)N(Cc2ccccc2)C1 (stereo not given)	0.2	-2.7	-2.6	-8.8	-15.8	1.3	1.4	-13.3	3.0
CCOC(=O)C1(C)CCN1C(=O)c1cc(C)n(C(C)(C)C)n1 (stereo not given)	-0.1	-2.5	-20.9	x	-5.7	12.6	0.9	x	11.2
C=CCN(C(=O)OC(C)(C)C)S(=O)(=O)NCc1ccccc1	0.3	-4.1	-5.4	-3.9	-5.6	-17.1	2.4	-1.8	9.5
O=C(CCn1c(=O)oc2ccccc21)Nc1cccc(Cl)c1	4.3	2.1	-4.2	-4.5	-2.5	8.5	4.9	-10.3	-2.0
Cc1ccc(S(=O)(=O)N2CCCCC2)cc1NC(=O)CCNC(=O)c1ccccc1Cl	2.5	-2.0	-9.1	x	-5.0	-1.9	3.0	x	4.4
CC(=O)Nc1ccc(CN2CCCC(C(=O)c3cccc(C(F)(F)F)c3)C2)cc1 (stereo not given)	2.7	-8.9	64.3*	-0.1	2.1	-3.5	4.3	-21.2	-26.1
NNC(=O)Cn1cnc2ccccc21	0.7	-5.4	-1.2	-11.2	-11.9	-10.8	1.8	-0.5	6.2
c1ccc2c(c1)CN1C(=N2)COc2ccccc2C1c1nc2ccccc2[nH]1 (stereo not given)	5.6	x	x	x	-0.3	-27.1	0.8	x	x

Exported in markdown: entries from further up.
| canonical_smiles | M1 ag parental | CHRM1 agonist | M1 antag | OXTR potentiate | M4 antag | CHO-K1 Ca antag | CHRM4 agonist | CHO parental Ca | CHRM1 PAM |
| --- | --- | --- | --- | --- | --- | --- | --- | --- | --- |
| O=C(CCn1c(=O)oc2ccccc21)Nc1cccc(Cl)c1 | 4.3 | 2.1 | -4.2 | -4.5 | -2.5 | 8.5 | 4.9 | -10.3 | -2.0 |
| COCCCNC(=O)CN1C(=O)COc2ccc(S(=O)(=O)N3CCCCCC3)cc21 | -0.9 | 5.2 | -10.3 | -5.5 | 3.2 | 17.8 | 0.1 | 6.3 | 19.0 |

Continuation:
SMILES	M1 ag parental	CHRM1 agonist	M1 antag	OXTR potentiate	M4 antag	CHO-K1 Ca antag	CHRM4 agonist	CHO parental Ca	CHRM1 PAM
O=C(/C=C/[C@H]1O[C@@H](n2ccc(=O)[nH]c2=O)[C@H](O)[C@@H]1O)NC(c1ccccc1)c1ccccc1	0.2	-0.7	-35.4	x	5.1	-19.1	0.1	x	7.6
Cc1[nH][nH]c(=O)c1C(c1c(C)[nH][nH]c1=O)c1cn(Cc2ccc(F)cc2)c2ccccc12	0.7	0.1	7.4	-4.2	-8.9	-13.8	0.2	-11.2	-1.4
CC(C)c1[nH]nc2c1C(Cc1ccccc1)C(C#N)=C(N)O2 (stereo not given)	0.0	-6.0	2.2	-7.5	23.4	13.8	0.5	-5.0	-1.7
CC(C)CNC(=O)C1CCN(CC2CCCCC2)CC1	1.1	-1.6	-13.6	-3.8	7.3	-7.0	1.0	3.0	9.0
CCOC(=O)CN(C(=O)CSc1nnnn1C)c1ccccc1	0.2	0.0	-9.0	-2.4	-13.9	-5.2	-0.2	-5.8	3.6
O=C(CCNC(=O)c1ccc([N+](=O)[O-])cc1)Oc1ccc(F)c(F)c1	2.6	-6.5	11.0	-4.8	0.8	-10.8	1.4	10.8	-9.2
CCOC(=O)C1=C(C)N=c2sc(=Cc3cc(Cl)c(OCC(=O)O)c(Cl)c3)c(=O)n2C1c1cccc(OC)c1 (stereo not given)	-0.1	3.9	-6.2	x	0.1	7.2	-0.7	x	-7.8
COc1ccc(C(=O)Nc2ccccc2N2CCOCC2)cc1S(=O)(=O)N1CCOCC1	4.0	-4.0	1.1	-4.7	-29.2	-19.6	11.0	-22.4	2.1
COc1ccc(-c2nn(-c3ccccc3)cc2CN(C)CCn2ccnc2C)c(F)c1	1.4	-6.1	-12.9	-1.3	-2.6	-14.9	2.7	-14.3	-1.4
COc1ccc(OC)c(S(=O)(=O)N2CCN(C(=O)CCc3ccccc3)CC2)c1	0.3	2.0	-5.6	-6.0	2.0	4.4	1.4	5.5	13.2
COc1cc(CN2CCNC(=O)C2CC(=O)N2CCc3ccccc3C2)cc(OC)c1 (stereo not given)	0.2	-8.3	-2.9	-14.4	1.6	3.5	1.2	-20.0	4.7
COc1ccc(S(=O)(=O)N2CCOC23CCN(S(=O)(=O)c2cc(C)ccc2C)CC3)cc1	0.4	-2.9	1.2	-4.5	-6.1	-0.9	1.0	-16.6	-0.5
CC(C)C(=O)N1CCN(c2ccccc2NC(=O)COc2ccc(C3CCCCC3)cc2)CC1	0.7	-1.6	-9.1	x	-9.6	-9.8	0.6	x	8.5
O=C(NCC1CCCC(CNC(=O)Nc2ccc(Cl)cn2)C1)Nc1ccc(Cl)cn1 (stereo not given)	1.8	-5.4	-9.5	-6.3	0.6	-22.6	1.5	-24.3	10.7
O=c1oc(C2(O)CCCCC2)cc2ccc(-c3ccc4[nH]ccc4c3)cc12	-0.5	1.1	7.0	1.1	-4.3	10.8	2.5	5.5	-4.8
CC(C)(C)CN1CCN(Cc2nc(-c3ccc(F)cc3)cs2)CC1CCO (stereo not given)	8.3	-5.2	-16.3	-17.2	-3.8	-10.2	15.4	-13.7	-9.4
Cc1ccc(O)c(C2=Nc3ccccc3C2(C)C)c1	-0.3	-3.1	-20.5	-1.6	3.0	-7.1	-0.6	-10.9	7.9
O=C(NCc1ccco1)c1cc(-c2ccc(Cl)cc2)on1	-0.3	-2.8	-5.9	-4.8	-8.6	-11.0	0.7	-5.0	3.9
COc1ccc(C(=O)Nc2cccc(-c3cnc4ccccc4n3)c2)cc1	1.3	-3.9	23.3	-2.8	0.1	-4.3	7.5	-3.3	-8.7
O=C(Cc1ccc(F)cc1)NCCc1ccc(F)cc1	0.6	-4.9	-10.0	-7.2	-10.3	-14.8	0.0	-7.2	8.9
Cc1cc(NC(=O)COC(=O)CCS(=O)(=O)c2cc(Cl)ccc2Cl)no1	0.5	-5.0	-5.5	-1.7	1.0	-14.2	0.5	-10.3	9.3
CC(C)(C)OC(=O)NC1CNNC1=O (stereo not given)	0.6	-4.5	-4.7	-0.8	-9.3	-6.1	1.4	-11.1	8.1
CN(C)c1ccc(/C=C(\NC(=O)c2ccccc2)C(=O)NCCCN2CCOCC2)cc1	6.5	-3.4	-8.3	-0.3	0.4	-7.7	1.4	-1.8	8.2
CCOc1ccc(C(=O)/C=C/c2cn(CN3CCN(C)CC3)c3ccccc23)cc1	0.0	-2.4	6.2	-6.5	1.7	-13.0	1.3	-23.5	-0.6
O=C1CCN(Cc2ccccc2)C=C1C(=O)c1ccccc1	0.1	-3.3	-10.6	x	7.4	-20.4	-0.2	x	3.0
COCCn1c(=O)[nH]c2cc(C(=O)Nc3nnc(C)s3)ccc21	0.0	-0.4	-4.9	4.5	-11.5	0.3	0.2	5.4	9.3
CCN(CC)C(=O)COc1ccc(C=O)cc1OC	-0.2	0.2	2.2	-4.3	-2.0	8.4	1.4	2.5	10.7
CC1=C(C(=O)NCc2ccco2)C2(CCC(C)CC2)OC1=O (stereo not given)	0.4	-4.0	-22.0	-5.9	-10.8	3.3	0.9	-11.2	9.6
Cc1nnc(N(Cc2ccco2)C(=O)c2cccc(C#N)c2)s1	2.7	-3.0	0.2	-6.0	1.3	3.2	1.4	4.0	2.4
CC(=O)Oc1ccc2c(c1)cc(C)n2C	5.5	8.4	1.5	-5.7	7.7	14.6	4.8	-2.6	4.7
CS(=O)(=O)N1CCC(C(=O)Nc2cccc(F)c2)CC1	1.4	1.2	-9.3	-2.0	5.5	-7.4	1.1	-2.4	9.1
CN1CCN(S(=O)(=O)c2ccc(-c3ccc(Cl)cc3)cc2)CC1	-0.1	-3.9	-7.5	-7.1	-1.0	-15.8	4.8	-10.1	1.8
COc1cc(OC)c2c(O)c3c(c(-c4c5c(c(O)c6c(OC)cc(OC)cc46)CO[C@@H](C)[C@H]5O)c2c1)[C@H](O)[C@H](C)OC3	0.4	1.7	-4.7	-1.1	-11.9	5.7	2.4	-11.6	2.8
O=C(CCc1ccccc1)Nc1nc2n(n1)C(c1ccccc1)CC(=O)N2 (stereo not given)	0.3	0.3	-17.6	-9.8	-3.3	-3.9	1.5	-6.1	14.3
COc1cc(S(=O)(=O)Nc2cccc3cn[nH]c23)c(OC)cc1Cl	4.4	0.7	3.8	-10.0	-9.3	-11.8	1.6	-15.7	4.6
COc1ccc(C(NC(=O)CC(C)C)NC(=O)CC(C)C)cc1OC	0.3	-2.1	-25.3	2.8	-11.0	-15.1	1.9	-10.1	3.2
O=S(=O)(Nc1nc2ccccc2nc1Nc1ccc2c(c1)OCCO2)c1cccs1	4.4	4.2	-33.2	-4.6	2.5	-12.0	8.5	-20.0	11.7
CN=c1scc(-c2ccc(Cl)cc2)n1C	0.2	-13.9	-10.2	-2.9	6.2	-6.3	1.4	-4.2	-0.9
COc1cccc(OC)c1OCCN(C)C	0.4	-3.3	-10.8	-3.1	2.1	-4.3	0.4	1.0	6.5
COc1cccc(NC(=O)CCc2c(C)nc3nc(CNC(=O)c4cccc(F)c4)nn3c2C)c1	0.8	-1.8	-17.3	-8.3	-4.9	-7.3	3.1	0.3	10.8
O=C(c1sc2ccccc2c1Cl)N(Cc1cccs1)C1CCS(=O)(=O)C1 (stereo not given)	0.4	-5.1	21.1	-9.3	3.4	4.8	3.6	-8.8	-10.0
COCCNC(=O)c1ccc2c(c1)nc(C)n2-c1cccc(F)c1	2.0	-1.3	-4.0	-19.2	-2.2	-12.6	1.3	-7.0	3.7
COc1ccccc1C(=O)n1nc(C)cc1C	0.4	-3.5	-16.8	-13.9	1.1	15.0	0.1	-6.7	5.4
CN(C)C1=NC(=O)/C(=C\c2ccccc2)S1	1.6	-5.1	-2.2	6.7	-1.4	-1.4	1.1	-6.2	11.8
C#CCSc1nnc(C)c(C)n1	0.6	-3.0	5.8	2.8	-1.1	-4.8	1.1	-3.2	-0.5
CC(=O)Nc1ccc2nc(-c3ccco3)[nH]c2c1	0.3	-2.3	-7.5	4.7	-11.7	-20.0	0.5	12.1	5.9
CCOC(=O)c1cc2cc(OC)ccc2n1C1CCN(CCc2ccccc2)CC1	0.5	x	x	x	-1.4	-22.8	2.2	x	x
O=C1c2cc(S(=O)(=O)NCCO)ccc2-c2ccc(S(=O)(=O)NCCO)cc21	0.1	-5.5	2.9	3.3	6.0	3.3	0.7	0.9	0.9
Cc1nn(CCC(=O)NNC(=S)NCC(C)C)c(C)c1Br	0.4	-4.0	-2.4	-0.3	6.5	-10.6	0.2	-9.1	5.1
